MT stabilizer: microtubule stabilization, imaging screen; % tubulin-high responders, % at 10 µM; AID 2205; 200,000 tested, 0.83% active; HeLa tubulin immunostaining HCS, 24 h; share of cells brighter than vehicle mean+2SD;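 active = plate Z-score above 3 for both tubulin-high and condensed-nucleus cell shares, with cell loss under 80%, at 10 µM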;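 note: anti alpha tubulin signal scored within the nucleus-defined area of each cell; some results filed as inactive read as strong as hits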
UTI89 phage lysis: protection from phage-mediated lysis, alamar blue read-out – E. coli UTI89, K1F phage, bacterial capsule biogenesis inhibitors (AID 488966) | inhibition, % at 100 µM; hits with a dose series show IC50 in µM | 340,000 tested, 0.02% active | E. coli UTI89 K1F phage lysis, alamar blue, 2 h; higher % means a stronger effect;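 active = phage lysis inhibition, versus mean bacterial control, above a set limit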;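 note: capsule biogenesis inhibitors block K1F phage lysis so surviving cells raise fluorescence; higher fluorescence means more inhibition of phage lysis; actives were called in the ten point dose series up to 300 µM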
CSM14.1 death rescue: rescue of cells from ER stress-induced death, primary screen, 384-well, CSM14.1, thapsigargin, ATP luminescence (AID 1222); CSM14.1 thapsigargin-induced death rescue, ATP luminescence; higher % means a stronger effect; 190,000 tested, under 10 active; cellular ATP content (survival), % at 20 µM, or EC50 in µM where a hit was titrated;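 active = EC50 below 50 µM in the dose-response confirmation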;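 note: death triggered by thapsigargin at about 15 µM added after 2 h compound pretreatment; cell ATP read after overnight thapsigargin exposure of roughly 18 to 22 hours; normalized against plate controls of thapsigargin alone and 5% DMSO vehicle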
Dynein transport: blocks dynein driven cargo transport along microtubules; 3617.4 mouse cells, GR-EGFP nuclear translocation imaging; test concentration mostly 20 µM; stimulated with dexamethasone, 1 µM; hits give low values; 220,000 tested, 0.47% active; z-score, hits read low;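 active = plate z-score of nuclear minus cytoplasmic receptor signal below a set negative limit, without overly bright fluorescence or cell loss, cut at about -3.5 in these data, passing the limit was not always enough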;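 note: z-score of nuclear minus cytoplasmic ring GR-EGFP intensity difference per well; some compounds called inactive have numbers as strong as hits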
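medium = tetracycline-free induction medium containing charcoal-stripped FBS | also added = 1.0 µM final dexamethasone stimulus | schedule = 48 h induction, 1 h compound, 30 min dex at 37 °C | technique = fixed, Hoechst-stained cells imaged at 10x for EGFP | measure = GR-EGFP nuclear translocation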
M1AAP inhibition: malaria alanyl aminopeptidase activity blockers – biochemical, fluorogenic H-Leu-NHMec substrate, 1536-well (AID 1445). inhibition, % at 30 µM; hits with a dose series show IC50 in µM. recombinant M1AAP, H-Leu-NHMec fluorogenic kinetic assay; higher % means a stronger effect. 220,000 tested, 0.42% active;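 active = primary inhibition above the hit cutoff, then over 50% inhibition at one or more dose response concentrations, cut at about 23% in these data, passing the limit was not always enough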;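 note: plate controls were DMSO full reaction for no effect and no enzyme background for full effect; strong numbers were not always called active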
M17LAP inhibition: P. falciparum M17LAP inhibitors, primary screen, biochemical, fluorogenic H-Leu-NHMec substrate, 1536-well (AID 1619); recombinant M17LAP, H-Leu-NHMec fluorogenic kinetic assay; higher % means a stronger effect; inhibition, % at 30 µM, or IC50 in µM where a hit was titrated; 220,000 tested, 0.38% active;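 active = compound inhibiting the enzyme by more than half at any dose during confirmatory dose-response retesting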;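 note: plate controls were full reaction with DMSO carrier for no effect and no enzyme background for full effect; strong numbers were not always called active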
Insulin prom up: MIN6 insulin promoter up-regulation | MIN6 insulin promoter-GFP reporter, high-content imaging; hits give high values | z-score at 5 µM | 190,000 tested, 0.3% active;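 active = z-score above 3 at 5 µM with at least 500 cells counted in the well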
b-catenin transl: beta-catenin nuclear translocation modulation. HeLa beta-catenin nuclear translocation, immunofluorescence imaging. nuclear translocation activity, % at 5 µM. 190,000 tested, 0.3% active. AID 1665;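 active = nuclear translocation activity above 50% at 5 µM, with a well cell count of 50 or more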;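 note: per-cell ratio of nuclear to cytoplasmic median beta-catenin stain intensity; plate controls were DMSO negative control for no effect and GSK-3 inhibitor IX positive control for full effect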
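Signal – beta-catenin immunofluorescence imaging with DAPI · Test system – human HeLa cell line · Dosing – 5 µM primary single dose, 0.1% DMSO, 0.02–20 µM confirmation series · Measure – % activation, nuclear-to-cytoplasmic median beta-catenin signal ratio per cell · Incubation – 24 h compound exposure at 37°C, 5% CO2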
Autophagy HCS: autophagy modulation, high-content screen. calls only at 10 µM (by protocol). MEF GFP-LC3 puncta imaging; test concentration mostly 10 µM. AID 463193. 190,000 tested, 0.98% active;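 active = percentage of spot-positive cells more than 3 SD above its plate mean, without a fluorescence outlier flag or 80% toxicity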;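 note: spot-positive cell cutoff set from DMSO-treated cells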
Dynein transport cytoplasmic EGFP: also measured in Dynein transport; calls as there; z-score; measured here: cytoplasmic GR-EGFP intensity; hits give high values
Dynein transport nuclear GR-EGFP: also measured in Dynein transport; calls as there; z-score; measured here: nuclear GR-EGFP intensity;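 lower value marks the stronger effect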
Dynein transport cell count: also measured in Dynein transport; calls as there; z-score; measured here: cell count per field
Insulin prom up cell count: further read-out of Insulin prom up, marked with its call; cell count; measured here: cytotoxicity, nuclei count;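 total cells summed across four imaged fields per well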
b-catenin transl cell count 5 µM: further read-out of b-catenin transl, marked with its call; cell count; measured here: cell count, cytotoxicity flag
MT stabilizer Hoechst-high %: also measured in MT stabilizer; calls as there; % Hoechst-high responders; measured here: nuclear condensation Hoechst responders;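 share of cells brighter than vehicle mean plus two SD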
MT stabilizer cytotoxicity %: second read-out of MT stabilizer, no call of its own (marks repeat the call); toxicity, %; measured here: cytotoxicity by cell density;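 0% = mean cell density of plate MIN control wells and 100% = no cells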
Autophagy HCS cell loss 18 h: also measured in Autophagy HCS; calls as there; toxicity, %; measured here: cell loss, nuclei count;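 cell loss after 18 h compound exposure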
* = called active by the depositor; i = inactive; nt = not tested or not shown; [ ] = dose if it differs, or a comment.

SMILES | MT stabilizer | MT stabilizer Hoechst-high % | MT stabilizer cytotoxicity % | UTI89 phage lysis | CSM14.1 death rescue | Dynein transport | Dynein transport cytoplasmic EGFP | Dynein transport nuclear GR-EGFP | Dynein transport cell count | M1AAP inhibition | M17LAP inhibition | Insulin prom up | Insulin prom up cell count | b-catenin transl | b-catenin transl cell count 5 µM | Autophagy HCS | Autophagy HCS cell loss 18 h
CCOC(=O)C1=C(C)NC(C)=C(C(=O)OCC)C1C1=COCCO1 | 4.6 | 3.1 | 8.9 | -0.1% | -0.3% | -0.18 | -0.19 | 0.18 | -0.44 | 6% | 22% | nt | nt | -1.3 | 964 | i | 12
O=C(NCc1ccncc1)C1=NN(c2ccccc2)C(=O)CC1 | 3.6 | 2.2 | 9.3 | 0.2% | -1.1% | -0.82 | -0.25 | -0.35 | -0.095 | 1% | -11% | 0.49 | 1378 | 0.9 | 1082 | i | 1
O=C(O)/C=C/C(=O)N(CC1CCCO1)C1CC(=O)N(c2c(Cl)cccc2Cl)C1=O (stereo unspecified) | nt | nt | nt | 0.2% | nt | 0.48 | -0.028 | 0.67 | -0.38 | 8% | 12% | 0.15 | 1140 | 0.0 | 1283 | nt | nt
COc1cc(C2c3c(-c4ccccc4)n[nH]c3C(=O)N2c2ccc(C(=O)O)cc2)ccc1O (stereo unspecified) | 3.8 | 3.0 | 4.2 | -0.1% | -0.7% | -0.97 | 1.3 | -0.24 | -2.1 | 15% | 8% | 0.52 | 817 | nt | nt | i | -1
Nc1c(Cl)nc(-c2ccccc2)nc1Cl | 2.0 | 2.9 | 8.5 | -0.1% | 0.4% | -0.65 | -0.15 | -0.22 | -0.036 | 3% | -6% | 0.33 | 1338 | -3.5 | 1079 | i | 12
CCOC(=O)c1[nH]c(C)c(C(=O)NCc2ccco2)c1C | 3.7 | 2.7 | 5.5 | 0.2% | -0.7% | -0.19 | 0.077 | 0.27 | -0.61 | 1% | 0% | -0.62 | 1219 | -0.9 | 1019 | i | 8
Cc1nnc(SCC(=O)NNC(=O)C(C)C)[nH]c1=O | 5.8 | 1.6 | 4.8 | 6.6% | -3.2% | 0.37 | -0.24 | 0.5 | -0.27 | 3% | 13% | -0.35 | 1520 | 1.2 | 1108 | i | 2
CC(C)c1nc2oc3ccccc3c(=O)c2c(=O)n1-c1ccccc1 | 1.9 | 1.7 | 5.3 | 4.7% | -0.3% | 1.1 | -0.22 | -0.51 | -0.5 | -1% | -1% | -0.06 | 1437 | 0.1 | 1461 | i | -4
CCOC(=O)Cc1csc(NC(=O)/C=C/c2ccccc2Cl)n1 | nt | nt | nt | 0.7% | nt | 0.41 | -0.23 | 0.11 | 0.33 | 6% | 8% | -0.53 | 1411 | -1.4 | 1159 | nt | nt
COc1cccc(C(=O)NN2CC(O)=C(c3nc(C)cs3)C2=N)c1 | nt | nt | nt | 0.0% | nt | 0.13 | -0.16 | 0.063 | -0.79 | 4% | 0% | -0.39 | 1460 | -0.2 | 1146 | nt | nt
CC(C)Nc1nc(Cl)nc(NCCOc2ccccc2)n1 | 4.5 | 2.1 | 1.2 | 0.2% | 0.8% | 0.59 | -0.29 | 0.081 | 0.085 | 9% | 1% | 0.32 | 1416 | 1.0 | 910 | i | 7
CCCC(C)C(=O)Nc1ccc(S(=O)(=O)Nc2nccc(C)n2)cc1 (stereo unspecified) | 2.2 | 3.0 | 3.3 | nt | -1.5% | -0.71 | -0.12 | 0.07 | 0.43 | 5% | 4% | -0.32 | 1486 | 0.6 | 909 | i | 5
N#C/C(=C(/O)CSc1ccccc1C(=O)O)c1nc2ccccc2s1 | 2.1 | 1.6 | 0.8 | 0.2% | 4.3% | -0.69 | -0.23 | 0.31 | 1.2 | 0% | 12% | nt | nt | -1.2 | 1246 | i | -7
Fc1ccccc1-c1[nH]ncc1-c1nnnn1-c1ccccc1 | nt | nt | nt | nt | nt | -0.72 | -0.25 | -0.39 | 1.2 | 1% | 7% | -0.08 | 1540 | -4.3 | 1171 | nt | nt
CCOC(=O)CNS(=O)(=O)CCN1C(=O)c2ccccc2C1=O | 0.8 | 1.0 | 8.8 | 3.6% | -2.7% | 1.3 | -0.066 | 1.2 | -1.3 | 3% | 4% | -0.75 | 960 | -3.1 | 1212 | i | -5
O=C(CNS(=O)(=O)c1ccccc1F)Nc1ccc(N2CCOCC2)cc1 | 1.7 | 1.0 | 8.3 | -0.1% | -1.0% | 0.81 | -0.2 | 0.9 | 0.45 | -1% | 16% | 0.47 | 911 | -6.3 | 1065 | i | -15
CCC(Sc1ccccc1C(=O)O)C(=O)O (stereo unspecified) | 1.3 | 1.3 | 8.4 | 0.4% | 3.6% | -0.16 | -0.23 | -0.3 | 0.24 | -2% | -6% | nt | nt | -3.0 | 893 | i | 0
CC12CC(c3ccccc3O1)N(C(=O)c1ccco1)C(=O)N2c1ccccc1 (stereo unspecified) | 2.1 | 1.7 | 3.2 | 0.5% | 2.9% | -0.34 | -0.04 | 0.41 | 0.8 | 6% | 3% | -0.3 | 1195 | -0.9 | 1138 | i | -1
Cc1ccc(S(=O)(=O)N2CCCCC2)cc1NC(=O)c1ccc2c(=O)n3c(nc2c1)CCCCC3 | 3.8 | 2.0 | 2.4 | nt | 2.7% | 2.4 | -0.2 | 1.1 | -1.5 | 1% | -10% | -1.5 | 1263 | -2.8 | 566 | i | 2
CCC1(C)N=C(c2ccc3c(c2)OCO3)CC(c2ccccc2O)N1 (stereo unspecified) | 2.9 | 1.7 | 9.1 | 1.0%[50 µM] | -1.2% | -2.6 | 0.17 | -1.5 | 1.3 | 8% | 8% | -0.6 | 914 | -1.4 | 1167 | i | -3
O=C(NCc1cccs1)c1ccccc1C(=O)NCc1cccs1 | 1.7 | 2.0 | 5.2 | -0.7% | -2.6% | -0.12 | -0.25 | -0.26 | -0.6 | 8% | 1% | nt | nt | -0.1 | 1135 | i | 2
N#Cc1c(NC(=O)c2ccccc2Cl)n(Cc2ccccc2)c2nc3ccccc3nc12 | 3.9 | 1.5 | 4.2 | -0.9%[50 µM] | -2.6% | -0.63 | -0.26 | -0.45 | 0.73 | 15% | -17% | 0.02 | 1329 | -0.5 | 1204 | i | 4
CCOc1cc(S(=O)(=O)NCc2ccco2)c(OCC)cc1-n1cnnn1 | 4.2 | 3.4 | 8.0 | 0.7% | -0.1% | -0.62 | -0.3 | -0.92 | 0.55 | 2% | -9% | -1.2 | 1406 | 0.1 | 642 | i | 7
COc1ccc2cc(C)c3nnc(SCC(=O)Nc4cc(OC)c(OC)cc4C(=O)O)n3c2c1 | 3.3 | 2.2 | 4.7 | -1.1% | -0.5% | -0.21 | -0.31 | 0.45 | 0.8 | 1% | 4% | -0.16 | 1173 | -1.3 | 1058 | i | 5
Cc1ccc(S(=O)(=O)NCc2ccc(C(=O)NCCCN3CCC(Cc4ccccc4)CC3)cc2)cc1 | 3.7 | 2.7 | 7.9 | 0.5% | -0.2% | 2.5 | -0.27 | 2 | -1.1 | 8% | 3% | -0.78 | 933 | 2.0 | 1054 | i | 1
COc1ccc(C(C(=O)NC2CCCCC2)N(C(=O)Cc2c[nH]c3ccccc23)c2ccccc2C)cc1OC (stereo unspecified) | 1.9 | 2.0 | 9.7 | 0.9% | -1.3% | 0.28 | -0.16 | 0.46 | -0.47 | 14% | 1% | 0.45 | 1305 | -1.0 | 911 | i | -17
COc1cc(C2=NOC(C(=O)Nc3c(C)n(C)n(-c4ccccc4)c3=O)C2)cc(OC)c1OC (stereo unspecified) | nt | nt | nt | -0.2% | nt | 1.2 | -0.14 | 1.8 | -1.3 | 14% | 6% | nt | nt | -1.4 | 1349 | nt | nt
CCC1CCCCN1Cc1nc2ccccc2c(=O)n1CC(C)=O (stereo unspecified) | nt | nt | nt | -0.1%[50 µM] | nt | 0.46 | -0.25 | 0.12 | 0.23 | 1% | -2% | 0.34 | 1282 | 2.2 | 1029 | nt | nt
COc1ccc(NC(=O)Cn2c(C(C)C)nc(C)cc2=O)cc1Cl | 3.2 | 2.2 | 5.8 | -0.4% | nt | -0.37 | -0.071 | -0.013 | -1.4 | 3% | 2% | -0.66 | 1248 | -3.1 | 1113 | i | 5
CCCCCCCCC(=O)NNC(=O)c1c(O)c2ccccc2n(CCC)c1=O | 1.6 | 1.7 | 3.7 | -0.2% | -7.1% | -0.28 | -0.34 | 0.2 | 0.29 | 5% | 6% | -0.77 | 1282 | 0.1 | 1107 | i | 40
Cc1ccc(-c2nc3ccccc3c(=O)n2NC(=O)COc2ccccc2)cc1 | 4.8 | 3.5 | 7.4 | -2.0% | -1.1% | 0.42 | -0.33 | 1.1 | 0.19 | 5% | -3% | -0.13 | 1343 | 6.1 | 456 | i | 12
O=C(NC(=Nc1nc2ccccc2o1)NC(=O)c1ccccc1)c1ccccc1 | 1.2 | 3.1 | 10 | 0.1% | -1.3% | 1.9 | -0.031 | 2.8 | -1.9 | 13% | -17% | -0.58 | 1319 | -1.8 | 578 | i | -47

Screening results deposited in PubChem by several laboratories.
